CCR6 antag: CCR6 (human) receptor antagonism; actives 0.49% (n = 340,000); inhibition, % at 20 µM; P51684; CHO-K1 CCR6 PathHunter beta-arrestin, luminescence, CCL20-stimulated; AID 493098;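 active = compounds whose inhibition of the agonist-driven luminescence signal at 20 µM reaches about 50%, limit read from the data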;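 also: cells stimulated with CCL20 at 14 nM final; plate controls were DMSO with CCL20 for no effect and DMSO without agonist for full effect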
APJ antag: APJ receptor antagonism; P35414; CHO-K1 APJ beta-arrestin complementation, luminescence; inhibition, % at 20 µM; actives 0.32% (n = 330,000);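 active = inhibition above about 40% at 20 µM, limit read from the data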;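 also: cells challenged with 10 nM apelin-13 agonist together with compound; plate controls were apelin-13 plus DMSO wells for no effect and DMSO wells lacking apelin-13 for full effect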
Target sequence (P35414 whole entry, looked up): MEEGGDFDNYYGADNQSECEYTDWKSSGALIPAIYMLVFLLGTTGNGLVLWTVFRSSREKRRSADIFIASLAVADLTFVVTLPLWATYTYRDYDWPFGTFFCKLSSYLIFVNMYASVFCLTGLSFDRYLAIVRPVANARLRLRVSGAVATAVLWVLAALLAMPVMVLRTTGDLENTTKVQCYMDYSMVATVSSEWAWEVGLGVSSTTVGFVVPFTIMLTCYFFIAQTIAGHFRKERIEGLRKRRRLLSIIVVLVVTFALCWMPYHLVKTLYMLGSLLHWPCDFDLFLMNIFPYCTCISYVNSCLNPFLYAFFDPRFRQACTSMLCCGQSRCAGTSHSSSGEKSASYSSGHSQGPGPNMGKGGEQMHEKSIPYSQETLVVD
APJ agonist: activates the human apelin receptor APJ | P35414 | CHO-K1 APJ PathHunter beta-arrestin, luminescence; 0% DMSO wells, 100% apelin | activation, % at 20 µM | actives 0.11% (n = 330,000);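 active = activation more than six SD over the plate average, tested at 20 µM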;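 also: 0% = DMSO alone and 100% = apelin-13 at 10 nM; some results filed as inactive read as strong as hits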
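assay system = CHO-K1 APJ beta-arrestin complementation cell line | input = cell density 1000 per well | dosing = compound 20 µM once, DMSO 1% | timing = compound 90 min 25 °C, reagent 1 h | measured by = luminescence from split beta-galactosidase complementation, Galacton Star/Emerald II substrate | read-out basis = APJ agonist activity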
Gli-Sufu block: Gli-Sufu pathway antagonism. Sufu-KO-LIGHT fibroblasts, Gli luciferase reporter luminescence. inhibition, % at 5 µM. actives 0.74% (n = 340,000). AID 588413;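 active = inhibition above about 55%, limit read from the data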;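 also: 0% = DMSO-treated cells and 100% = wells with medium but no cells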
UBC13 inh: blocks human UBC13 polyubiquitin chain formation. P61088. AID 485273. inhibition, % at 20 µM. actives 0.47% (n = 330,000). TR-FRET; in the data active = inhibition above about 45%, passing the limit was not always enough
ATG4B inhibitor: ATG4B (human) cysteine protease inhibition; Q9Y4P1; ATG4B cleavage of LC3-PLA2, NBD-HPC fluorescence, 1 h; inhibition, % at 8.33 µM; actives 0.51% (n = 340,000); in the data active = inhibition above about 40%
EBI2 block: blocks human EBI2 receptor beta-arrestin signaling | inhibition, % at 5 µM | P32249 | AID 651636 | actives 0.81% (n = 360,000) | EBI2 beta-arrestin recruitment, luminescence, 7a,25-OHC stimulated; in the data active = inhibition above about 38%;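 also: enzyme fragment complementation signal reports receptor beta-arrestin coupling in cells; 0% = agonist plus DMSO wells and 100% = wells without agonist; some results beyond the cut were filed as inactive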
Target sequence (P32249 whole entry, looked up, the tested form may be a part): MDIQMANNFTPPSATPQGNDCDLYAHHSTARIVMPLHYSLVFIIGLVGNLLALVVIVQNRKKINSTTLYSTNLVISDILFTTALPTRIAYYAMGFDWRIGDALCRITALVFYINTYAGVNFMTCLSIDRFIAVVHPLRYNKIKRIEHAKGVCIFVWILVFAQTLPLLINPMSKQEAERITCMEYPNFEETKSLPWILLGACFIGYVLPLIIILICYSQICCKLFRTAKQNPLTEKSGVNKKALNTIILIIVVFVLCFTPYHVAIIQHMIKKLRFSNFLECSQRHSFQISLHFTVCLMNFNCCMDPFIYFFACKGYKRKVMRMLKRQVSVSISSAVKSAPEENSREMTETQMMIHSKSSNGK
CXCR6 inh: blocks human CXCR6 beta-arrestin recruitment. O00574. CHO-K1 PathHunter CXCR6 beta-arrestin, luminescence. inhibition, % at 20 µM. actives 0.36% (n = 360,000); in the data active = inhibition above about 34%, passing the limit was not always enough;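 also: antagonist mode with CXCL16 agonist at 10 nM final; 0% = 10 nM CXCL16 with DMSO and 100% = unstimulated wells without agonist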
Target sequence (O00574 whole entry, looked up): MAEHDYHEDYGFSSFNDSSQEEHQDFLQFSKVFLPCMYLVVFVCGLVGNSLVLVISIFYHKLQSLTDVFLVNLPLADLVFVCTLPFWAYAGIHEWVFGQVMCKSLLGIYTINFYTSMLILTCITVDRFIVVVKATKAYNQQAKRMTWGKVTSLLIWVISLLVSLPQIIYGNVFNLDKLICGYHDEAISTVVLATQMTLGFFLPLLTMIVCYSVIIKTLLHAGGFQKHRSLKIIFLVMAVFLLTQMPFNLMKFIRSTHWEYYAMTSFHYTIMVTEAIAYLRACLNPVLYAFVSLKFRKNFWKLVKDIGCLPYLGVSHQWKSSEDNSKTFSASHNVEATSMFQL
* hit, by the source's call; . = no result given. Only part of the results is shown; count on the stated rates, not on these rows.

Preview:
SMILES	CCR6 antag	APJ antag	APJ agonist	Gli-Sufu block	UBC13 inh	ATG4B inhibitor	EBI2 block	CXCR6 inh
O=C(NN=Cc1ccc(N(CCCl)CCCl)cc1)c1cc(=O)[nH]c(=O)[nH]1	0.6	.	.	3.9	.	-2.5	4.7	-10.2
CN1c2ccc([N+](=O)[O-])cc2CC2(C(=O)NC(=O)NC2=O)C1c1ccccc1 (centres undefined)	21.6	0.5	-3.9	0.2	-13.9	6.1	11.8	4.2
O=c1c(C=Nc2cccnc2Cl)c(O)n(CCCCl)c(=O)n1C1CCCCC1	13.3	-0.5	1.4	6.1	-29.0	3.1	-2.9	-5.6
ON1C2CCCCC2N(O)C1c1ccccc1F (centres undefined)	80.3*	24.1	-8.1	6.2	-3.2	3.3	-13.0	23.5
C=CCOC(=O)C1C(C(=O)O)C2(Cl)C(Cl)=C(Cl)C1(Cl)C2(Cl)Cl (centres undefined)	-0.8	.	.	-7.7	.	-2.3	1.7	-12.9

This part in full, previewed entries included:
SMILES	CCR6 antag	APJ antag	APJ agonist	Gli-Sufu block	UBC13 inh	ATG4B inhibitor	EBI2 block	CXCR6 inh
O=C(NN=Cc1ccc(N(CCCl)CCCl)cc1)c1cc(=O)[nH]c(=O)[nH]1	0.6	.	.	3.9	.	-2.5	4.7	-10.2
CN1c2ccc([N+](=O)[O-])cc2CC2(C(=O)NC(=O)NC2=O)C1c1ccccc1 (centres undefined)	21.6	0.5	-3.9	0.2	-13.9	6.1	11.8	4.2
O=c1c(C=Nc2cccnc2Cl)c(O)n(CCCCl)c(=O)n1C1CCCCC1	13.3	-0.5	1.4	6.1	-29.0	3.1	-2.9	-5.6
ON1C2CCCCC2N(O)C1c1ccccc1F (centres undefined)	80.3*	24.1	-8.1	6.2	-3.2	3.3	-13.0	23.5
C=CCOC(=O)C1C(C(=O)O)C2(Cl)C(Cl)=C(Cl)C1(Cl)C2(Cl)Cl (centres undefined)	-0.8	.	.	-7.7	.	-2.3	1.7	-12.9
CC(C)CCn1c(=O)c(C(=O)NCc2ccc3c(c2)OCO3)c(O)c2ccccc21	-1.8	5.6	-2.6	12.4	7.9	9.8	12.7	-9.6
CC(C(=O)c1ccccc1)N1C(=O)c2ccccc2C1=O (centres undefined)	-3.0	9.9	2.4	3.3	2.2	5.0	-4.5	-2.6
O=c1c2ccccc2nc(-c2ccccc2)n1-c1cccnc1	-0.3	-12.3	-3.5	1.9	-12.5	-3.5	-6.2	-6.0
O=C(Nc1cccc2ccccc12)N1CCC2(CC1)OCCO2	4.3	-30.5	0.7	-18.9	-4.4	9.0	-1.9	7.8
COc1ccccc1N1CCN(Cc2cccc(OC)c2O)CC1	-7.8	-7.3	-2.2	-9.1	10.0	-7.3	4.7	1.1
Nc1c2c(nc3ccccc13)CCN(Cc1ccccc1)C2	-2.6	-4.6	-1.7	-6.0	-72.9	-6.8	1.8	2.9
O=C1CNC(c2ccccc2Cl)c2cc(Br)ccc2N1 (centres undefined)	-9.6	11.8	5.1	-37.7	3.6	-0.4	-5.1	1.4
c1cc(CCN2CCCC2)ccn1	0.5	-1.8	-2.3	6.4	-6.2	3.5	-0.9	-2.1
COC(=O)C1=C(c2ccc(F)cc2OCc2ccccc2)C[C@@H]2CC[C@H]1N2C(=O)NCC1CC1	6.3	13.4	-3.8	9.8	13.0	-7.4	11.8	12.3
CC(C)Oc1ccc(CC2(CCc3ccncc3)C(=O)NC(=O)NC2=O)cc1	14.6	-14.6	0.7	-4.9	6.8	8.5	6.9	1.7
ClCCOCOCCCl	5.6	-7.9	-0.8	-10.1	4.1	4.5	-3.8	0.8
CN1CCN(C(=O)COc2ccc(S(=O)(=O)NCc3ccccc3)cc2Cl)CC1	-12.4	9.2	0.9	3.5	-1.2	-6.2	-3.4	-3.9
O=C(O)c1cccc2c1NC(c1cccc([N+](=O)[O-])c1)C1CC(Sc3ccccc3[N+](=O)[O-])C(Cl)C21 (centres undefined)	14.6	-9.5	-1.6	12.0	-31.2	88.5*	5.5	15.1
CN1CCCCC1c1ccc(-c2cccnc2)nc1 (centres undefined)	6.7	12.8	-3.9	4.7	-10.4	-7.3	-0.2	-4.2
CC(C)N1CC=C(c2c[nH]c3ccccc23)CC1	12.5	-3.9	2.8	1.4	-20.6	1.2	-0.3	-3.8
Cc1ccccc1N1C(=O)NC(=O)/C(=C\c2cc(Br)c(N3CCOCC3)o2)C1=O	3.2	25.8	1.9	13.8	-279.8	-3.1	3.4	11.6
CCOC(=O)C1=C(N)OC2=C(C(=O)CCC2)[C@]12C(=O)N(CC(N)=O)c1ccccc12	5.3	13.5	0.9	4.5	1.1	3.2	-2.4	1.7
CCOC(=O)C1=C(C)c2ccccc2OC1(C(=O)OCC)c1ccccc1 (centres undefined)	25.5	.	.	-2.2	.	-5.4	8.5	0.8
NCC(CC(=O)O)C1CCCCC1 (centres undefined)	-18.2	1.1	-0.2	-5.0	8.8	-4.0	1.9	16.1
COc1cccc(N2CCN(Cc3cccc(Cl)c3)CC2)c1	14.1	5.0	-4.6	-3.9	4.0	-3.0	1.3	6.0
O=C1CC(N2CCC(n3c(=O)[nH]c4ccccc43)CC2)C(=O)N1c1ccc(F)cc1 (centres undefined)	-0.7	-2.9	2.5	4.6	-3.3	-14.0	-8.5	-9.4
Cc1ccc(-n2c(O)c(/C=N/Nc3ccccc3)c(=O)[nH]c2=O)cc1C	2.3	-4.3	5.5	2.0	-1.4	-2.2	.	.
CN1CCN(c2ccc(NC(=O)C(C)(C)C)cc2)CC1	-0.7	-0.5	0.4	-8.9	-15.1	-4.0	-0.1	-9.1
O=[N+]([O-])c1ccc(N2CCCC2)c(F)c1Br	10.2	17.1	-0.5	0.9	-8.3	11.2	0.9	-3.2
COc1cc(O)cc2c1cc([N+](=O)[O-])c1c(C(=O)O)cc3c(c12)OCO3	17.1	5.4	-1.2	4.0	-64.8	-25.1	-9.8	1.9
Cc1nc2c(c(=O)[nH]1)C(c1ccccc1Cl)c1c(c3ccccc3oc1=O)O2 (centres undefined)	-0.4	5.4	-1.4	2.2	11.4	-7.5	.	.
COC(=O)C(O)(c1ccc(NC(=O)c2ccccc2)cc1)C(F)(F)F (centres undefined)	-1.1	6.3	-1.7	-15.3	4.6	-2.2	7.0	-2.2
CC12CC(O)C3C(CCC4=CC(=O)CCC43C)C1CCC2=O (centres undefined)	-0.1	.	.	7.9	.	-2.2	-16.4	-3.1
COC(=O)C1=C(c2ccc(C(C)=O)cc2)C[C@@H]2CC[C@H]1N2C(=O)NCc1ccc2c(c1)OCO2	15.4	8.4	-4.1	-1.8	6.8	-2.4	-8.4	1.5
Cn1nnc(CC[N+](C)(C)C)n1	-11.1	-9.4	-3.5	-29.1	1.3	-1.6	-8.1	8.3
O=C(Nc1ccc(Cl)cc1)N1CC2CC(C1)c1cccc(=O)n1C2 (centres undefined)	1.9	-50.8	0.3	-16.7	0.7	10.7	-2.0	3.4
C[N+]1(C)[C@@H]2CC[C@H]1CC(OC(=O)[C@@H](CO)c1ccccc1)C2 (some centres undefined)	-8.0	8.1	-1.3	-3.0	2.5	2.9	9.3	0.2
Cc1cc(OC(C)C(=O)NCc2ccncc2)c2c3c(c(=O)oc2c1)CCCC3 (centres undefined)	3.5	-8.3	-0.7	-0.3	11.8	-6.8	-9.4	-1.3
CCc1ccc(NP(=O)(Oc2ccccc2F)Oc2ccccc2F)cc1	10.4	5.3	-2.8	4.8	-5.0	10.4	24.8	-0.6
C=CCN1C(=O)NC(=O)/C(=C\c2ccc(-c3ccccc3[N+](=O)[O-])o2)C1=O	21.3	-0.7	-2.8	-13.8	-16.5	2.4	7.8	14.9
CC(C)C(=O)Nc1ccc(N2CCN(C)CC2)c(F)c1	14.0	2.6	-2.6	-11.9	-16.8	4.4	-5.2	4.2
O=C(COC(=O)Cc1ccccc1)Nc1ccc(F)cc1	-1.5	1.6	-3.0	5.9	7.0	8.8	-1.4	-9.6
Cc1cc(OCC(=O)NCc2ccncc2)c2c3c(c(=O)oc2c1)CCC3	-3.8	13.5	-0.6	5.6	4.0	20.8	3.3	-1.3
CN(c1ccccc1)P(=O)(N1CC1)N1CC1	3.3	.	.	11.1	.	0.8	-1.0	3.0
COc1cc2c(cc1OC)CN(c1ccc([N+](=O)[O-])c(C(F)(F)F)c1)CC2	10.9	-24.0	1.6	26.1	5.4	-22.5	17.3	5.8
COc1ccc(/C=C/C2=CCN(C)CC2)cc1	8.0	-2.3	-3.6	5.5	4.8	-4.2	-6.5	-3.5
COC(=O)C1=C(c2cccc(C#N)c2)C[C@@H]2CC[C@H]1N2C(=O)N1CCCCC1	24.0	-6.2	-4.4	-5.2	6.1	8.2	-3.0	-4.0
CCC(=NCCCn1ccnc1)c1c(O)n(Cc2ccccc2)c(=O)[nH]c1=O	-5.7	8.3	-0.6	-1.9	1.3	4.9	-7.5	-1.4
O=C(c1ccccc1)C1CCCN(Cc2nc(-c3cnccn3)no2)C1 (centres undefined)	0.2	7.2	0.6	0.5	-7.1	-9.5	-12.8	3.7
CC(=NCCN1CCOCC1)c1c(O)n(Cc2ccccc2)c(=O)[nH]c1=O	10.4	15.5	4.5	4.2	1.1	0.2	18.1	5.6
More records:
SMILES	CCR6 antag	APJ antag	APJ agonist	Gli-Sufu block	UBC13 inh	ATG4B inhibitor	EBI2 block	CXCR6 inh
CN1CCC(N(C)c2nc(-c3ccc([N+](=O)[O-])cc3)nc3ccccc23)CC1	29.1	.	.	-11.9	.	-1.3	5.8	-2.8
CC(=O)[C@@]1(O)CC[C@H]2[C@@H]3CC=C4C[C@@H](O)CC[C@]4(C)[C@H]3CC[C@@]21C	-1.1	-6.3	-0.4	-1.9	5.9	-10.0	4.2	3.4
CC(=O)O[C@@]12CO[C@@H]1C[C@@H](O)[C@@]1(C)C(=O)[C@H](O)C3=C(C)[C@@H](OC(=O)[C@H](O)[C@@H](NC(=O)c4ccccc4)c4ccccc4)C[C@@](O)([C@@H](OC(=O)c4ccccc4)C12)C3(C)C (some centres undefined)	0.9	2.7	-5.9	-1.9	-6.4	-19.8	0.6	-2.7
COc1ccc(N=C(C)c2c(O)n(C3CCCCC3)c(=O)[nH]c2=O)c(OC)c1	7.6	-4.4	-1.5	2.7	-5.6	-3.6	20.4	4.7
CN1C(=O)C(=Cc2sc(=O)n(-c3ccccc3)c2N2CCCCC2)C(=O)N(C)C1=O	15.8	.	.	-10.1	.	-6.9	-1.8	-0.2
CCOP(=S)(NN(Cc1ccccc1)C(=O)c1ccccc1)OCC	15.5	6.8	-1.2	4.2	10.9	-9.4	4.5	1.8
CCN(CC)CCOC(=O)c1cc2cc(COC)ccc2o1	-9.6	16.3	-3.4	0.4	3.1	-3.0	-3.3	-8.9
CC(C)OC(=O)c1c(N)n(Cc2ccco2)c2nc3ccccc3nc12	36.7	7.3	-5.8	-0.4	-6.7	-11.9	-0.9	5.9
Cc1ccc(CN2CCSc3ccc(C(=O)N4CCC5(CC4)OCCO5)cc32)cc1	-16.4	4.1	-2.4	0.8	15.1	-9.1	9.5	-3.0
Cc1ccccc1C(=O)N1Cc2cnnn2-c2ccccc2C1C#N (centres undefined)	3.2	.	.	2.4	.	-7.0	-9.8	-9.2
FC(F)(F)Oc1ccc(C2NCc3ccccc3-n3cccc32)cc1 (centres undefined)	22.6	7.4	-0.7	4.5	14.3	7.6	3.8	-0.8
O=C1NC(=O)N(Cc2ccccc2)C(=O)/C1=C\N1CCCc2ccccc21	0.7	-2.0	-2.4	-6.4	-18.3	-2.4	-10.5	-4.0
O=C(c1cccnc1)C1CCCN(Cc2nc(-c3cnccn3)no2)C1 (centres undefined)	-9.3	8.3	-5.2	9.2	6.6	17.4	-4.8	-4.6
CCC12CN3CC(CC)(CN(C1)C3c1cccnc1)C2=O (centres undefined)	4.1	9.2	-3.6	14.9	0.7	-3.0	3.6	6.0
